# ELG1 DNA repair – blocks ELG1-dependent DNA repair in HEK293T cells; Potency, µM (doses to about 46.1 µM), for the others: at the top dose activity change, negative = inhibition, usual class: inhibitors; AID 504467; 330,000 tested, 2.3% active; HEK293T ELG1-luciferase reporter, luminescence, 16 h; DNA damage induced by 5-fluorouridine; also: potency is read from the fitted curve at half-maximal effect; % is scaled to controls: 0 for no effect and ±100 for the full control effect; nearly all actives have a fitted effect of over 55% in size
#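 DMSO vehicle served as the neutral condition. Each well held 2,000 cells given 5-fluorouridine plus compound; after 16 hr at 37 °C/5% CO2, ONE-Glo was added and luciferase measured 30 min later.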
# Eya2 inh – blocks the phosphatase activity of human Eya2; recombinant Eya2, OMFP fluorescence dephosphorylation (OMFP is methylfluorescein phosphate); 330,000 tested, 0.006% active; AID 488837; Potency, µM (top dose mostly 76.9 µM), for the others: top-dose activity, negative = inhibition, actives largely listed as inhibitors; also: potency is read from the fitted curve at half-maximal effect; % is scaled to controls: 0 for no effect and ±100 for the full control effect
#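 Eya2 (0.2 uM) preincubated 10 min at ambient with compound, then OMFP substrate added at 50 uM; 10 min reaction in 50 mM HEPES pH 7.5, 50 mM NaCl, 5 uM MgCl2, 0.05% BSA, 1 mM DTT. Fluorescence read at Ex 485/Em 525 nm.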
# TSG101-PTAP inh – blocks PTAP/TSG101 interaction to inhibit HIV-1 budding; Potency, µM (highest dose often 115 µM), for the others: at the top dose activity change, negative = inhibition, usual class: inhibitors; Q99816; 340,000 tested, under 10 active; AID 493005; Fluorescence polarization, FITC-PTAP peptide / Tsg101 binding; active = well fitted inhibition curve with a large enough effect in the main read-out, with a control signal flat, not every such curve was filed as active; inconclusive = small, poorly fitted or top-dose-only effect, or effect the other way, or a change in a side signal; inactive = no such curve, though single readings can be large or run the other way; also: potency is read from the fitted curve at half-maximal effect; % of control where 0% means no effect
# Target sequence (Q99816 whole entry, looked up): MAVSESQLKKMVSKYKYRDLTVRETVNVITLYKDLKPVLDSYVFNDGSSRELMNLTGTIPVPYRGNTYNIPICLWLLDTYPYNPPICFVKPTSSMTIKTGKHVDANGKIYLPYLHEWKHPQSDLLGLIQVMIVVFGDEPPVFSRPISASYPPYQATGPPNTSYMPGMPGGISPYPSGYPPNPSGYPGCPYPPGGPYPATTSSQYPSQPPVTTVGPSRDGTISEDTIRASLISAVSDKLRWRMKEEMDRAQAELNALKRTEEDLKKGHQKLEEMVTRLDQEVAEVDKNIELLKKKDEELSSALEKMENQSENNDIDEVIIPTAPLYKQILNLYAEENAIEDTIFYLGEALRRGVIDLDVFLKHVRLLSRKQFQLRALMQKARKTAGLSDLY
#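 Compounds were pin-transferred onto Tsg101 binding domain (10 uM final) in HEPES pH 7.5 buffer, then FITC-PTAP peptide was added at 50 nM final. After 20 min at RT, polarization reported peptide displacement across a qHTS concentration series.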
# TCR act – activators of T cell receptors; Potency, µM (top dose mostly 9.22 µM), inactives show at the highest dose activation of IL-2 secretion, usual class: activators; primary human leukocytes, anti-CD3, IL-2 HTRF, 48 h; 330,000 tested, under 10 active; also: % of control where 0% means no effect
#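 HTRF read-out of IL-2 secretion: europium cryptate donor excited at 320nm, d2 acceptor emission at 665nm. Cells were primary human leukocytes incubated 48 hr with compounds and a-CD3 beads, supplying TCR signal only.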
# TSHR antagonist – human thyrotropin receptor antagonism; TSHR-expressing cells, TSH-stimulated cAMP HTRF, 2 h; stronger effect = lower value; activity change, negative = inhibition, % at 11.5 µM; 330,000 tested, 0.2% active; AID 504810;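 active = activity change below a set negative limit, meaning inhibition stronger than a set level, cut at about -70% in these data; inconclusive = activity change between two set negative limits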; also: % is scaled to controls: 0 for no effect and ±100 for the full control effect
#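 Antagonism was scored as loss of TSH-driven cAMP in TSHR cells, stimulated with 4nM TSH (EC80) for 2 hours at 37 deg C and detected by homogeneous HTRF competition immunoassay.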
# Mito fusion act – mitochondrial division inhibition or fusion activation. S. cerevisiae fusion-defective mutant growth rescue, CellTiterGlo 48 h. Potency, µM (highest dose often 46.1 µM), for inactives: at the top dose growth rescue (activation), usual class: activators. 320,000 tested, 0.23% active. AID 485298;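 also: potency is read from the fitted curve at half-maximal effect; % of control where 0% means no effect; nearly all actives have a fitted effect of over 45% in size; temperature-sensitive fusion mutants such as fzo1-1 at 37 °C on non-fermentable ethanol glycerol medium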
#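 Temperature-sensitive fusion-defective S. cerevisiae (e.g. fzo1-1, mgm1-5) were grown with compound in YPEG medium (3% ethanol, 3% glycerol) for 48 hours at 37C. Growth rescue was measured as viability by CellTiterGlo luminescence after 10 minutes at ambient.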
# Tb PFK inh – blocks T. brucei phosphofructokinase | Potency, µM (top dose mostly 57.5 µM), for the others: top-dose activity, negative = inhibition, actives largely listed as inhibitors | O15648 | 330,000 tested, 0.17% active | T. brucei PFK, ADP-Glo luminescence;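 also: potency is read from the fitted curve at half-maximal effect; 0% = uninhibited 1x PFK enzyme wells and -100% = no-enzyme wells; nearly all actives have a fitted effect of over 60% in size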
#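 Activity is normalized to no-enzyme wells (full inhibition) and 1.25 nM enzyme wells (no inhibition). Reaction: 0.5 mM F6P, 0.1 mM ATP, 45 min RT, ADP-Glo luminescence; concentration-response curves fitted and classed by quality.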
# a7 integrin act – activators of alpha7 integrin expression for muscular dystrophy; alpha7betagal myoblasts, beta-gal FDG fluorescence, 48 h; Potency, µM (doses to about 38.3 µM), for the others: at the top dose activation, actives largely listed as activators; 350,000 tested, 0.064% active;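 also: potency is read from the fitted curve at half-maximal effect; 100% = response of the positive control SU9516; nearly all actives have a fitted effect of over 60% in size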
#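 Alpha7betagal+/- myoblasts (passage 13) were plated 16-24 hr, then exposed to compounds (1:260 dilution of DMSO stock) for 48 hours at 37C. After MPER lysis, β-galactosidase reporter activity was read as FDG fluorescence (ex 480/em 540) after 30 minutes.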
# AT treatment – potential ataxia-telangiectasia treatment. […] A-T fibroblasts, KAP-1 phosphorylation AlphaLISA; neocarzinostatin DNA damage 30 min before lysis. 320,000 tested, 0.19% active. AID 485349. Potency, µM (doses to about 57.5 µM), inactives show top-dose activation, usual class: activators; also: potency is read from the fitted curve at half-maximal effect; % of control where 0% means no effect; nearly all actives have a fitted effect of over 45% in size
#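 hTERT-immortalized A-T patient fibroblasts ([…]), 500 cells/well in OPTI-MEM, 1% FBS, got compounds for 60 min, then NCS for 30 min at 37C. Lysates were then assayed for phospho-KAP-1 by AlphaLISA (anti-pKAP1 donor, anti-KAP1 acceptor beads), 6 hr at 25C.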
# ASM inhibitor – blocks human secretory acid sphingomyelinase; placental ASM, HMU-PC fluorogenic substrate, 60 min; AID 504937; P17405; Potency, µM (highest dose often 57.5 µM), for the others: top-dose activity change, negative = inhibition, actives largely listed as inhibitors; 340,000 tested, 0.006% active; also: potency is read from the fitted curve at half-maximal effect
# Target sequence (P17405 47-631 limits assumed): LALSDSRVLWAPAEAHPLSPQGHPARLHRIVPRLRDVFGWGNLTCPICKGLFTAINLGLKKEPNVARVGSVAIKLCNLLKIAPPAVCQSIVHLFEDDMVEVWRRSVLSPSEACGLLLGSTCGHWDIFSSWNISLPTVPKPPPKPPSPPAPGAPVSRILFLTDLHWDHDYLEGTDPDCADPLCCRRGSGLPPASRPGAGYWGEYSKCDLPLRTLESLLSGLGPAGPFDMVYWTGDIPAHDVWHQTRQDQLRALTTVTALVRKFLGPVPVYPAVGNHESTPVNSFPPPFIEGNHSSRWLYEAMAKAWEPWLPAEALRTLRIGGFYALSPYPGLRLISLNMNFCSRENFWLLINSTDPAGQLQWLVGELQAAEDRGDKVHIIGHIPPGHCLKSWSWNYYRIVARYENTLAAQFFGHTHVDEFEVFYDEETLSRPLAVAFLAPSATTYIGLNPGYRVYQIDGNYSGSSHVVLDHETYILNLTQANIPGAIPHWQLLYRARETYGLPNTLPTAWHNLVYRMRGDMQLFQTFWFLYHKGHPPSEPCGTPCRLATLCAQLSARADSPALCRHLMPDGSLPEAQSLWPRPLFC
#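 Fluorescence read-out (Ex 386 nm, Em 447 nm) after stopping the reaction at pH 10. Enzyme: ASM from human placenta; substrate HMU-PC0, 9 uM final; 60 min, 37 °C. Compound preincubation 10 min, ambient temperature.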
# Chronic BCR inh – chronic active BCR signaling inhibition. ABC-DLBCL IkBa-CBG/CBR reporter, luminescence ratio, 4 h. Potency, µM (top dose mostly 46.1 µM), for inactives: at the top dose ratio change, negative = lower green/red ratio, usual class: inhibitors. 340,000 tested, 0.05% active. AID 493014; active = well fitted inhibition curve with a large enough effect in the signal ratio, with a control signal flat, not every such curve was filed as active; inconclusive = small, poorly fitted or top-dose-only effect, or effect the other way, or a change in a side signal; the % refers to the signal ratio;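 also: potency is read from the fitted curve at half-maximal effect; plate controls were basal doxycycline-induced cells for no effect and cells given 10 µM MG132 for full effect; MG132 reads +100%, hits lower the ratio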
#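 Concentration-response series (up to 46 uM) were applied to TMD8 dual-reporter cells for 4 h at 37C with doxycycline. Green/red ratio, after filter-overlap correction, defined %Activity; red signal alone was normalised to basal cells and zero luminescence.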
# Starred values were filed as active, the others as inactive; ? = inconclusive; · = no result given; [ ] = dose if it differs, or a comment. Unless noted, calls follow the shape of the dose curve; as a rule, active = well fitted curve in the direction sought with a large enough effect; inconclusive = small, poorly fitted or top-dose-only effect, or another doubt; inactive = no such curve, though single readings can be large; an effect the other way counts as inactive or inconclusive.
1: COc1ccc(-c2ccnc(SCC(=O)c3ccc(Cl)cc3)n2)cc1
2: CCN(CC)CCn1c2ccccc2c2nc(C)sc21
3: Cc1nnc(SCCC(=O)Nc2ccccc2Cl)o1
4: NC(=O)CC(NC(=O)Cc1ccc(Br)cc1)c1ccc(NCCc2ccc(Cl)cc2)c([N+](=O)[O-])c1 (configuration not stated)
5: CCn1nc(C)c(C2C(C#N)=C(N)Oc3n[nH]c(C)c32)c1C (configuration not stated)
6: CCCCNC1CCS(=O)(=O)C1 (configuration not stated)
7: CN(c1ccccc1)S(=O)(=O)c1ccc2c(c1)oc(=O)n2C
8: CCOC(=O)c1cccc(NC(=O)c2cccs2)c1

screen / no.	1	2	3	4	5	6	7	8
ELG1 DNA repair	?	-4%	-4%	-3%	-4%	16%	1%	?
Eya2 inh	-8%	-3%	-3%	-6%	-1%	11%	10%	4%[15.4 µM]
TSG101-PTAP inh	1%	-6%	0%	1%	-2%	-5%	-5%	-10%
TCR act	1%[46.1 µM]	3%	·	13%	-1%[46.1 µM]	-6%	2%	-2%
TSHR antagonist	0	13	0	0	2	6	8	-5
Mito fusion act	8%	-27%	3%	2%	-2%	-1%	3%	4%
Tb PFK inh	-1%	18%	6%	-13%	-5%	-3%	-4%	0%
a7 integrin act	2%	-16%	-28%	-19%	-9%	-24%	-17%	-7%
AT treatment	-8%	-4%	2%	-5%	11%	·	7%	7%
ASM inhibitor	-17%	4%	-4%	-3%	4%	1%	-1%	-5%
Chronic BCR inh	-3%	-1%	-8%	1%	-8%	-21%	6%	?

9: CC(C)=CCC/C(C)=C/CNC(=O)CC1C[C@H](C(=O)N(C(C)C)C(C)C)[C@@]2(C)c3[nH]c4ccccc4c3CCN2C1=O (some centres not stated)
10: CCOC(=O)CNC(=S)N(Cc1ccccc1)Cc1cccnc1
11: COC(=O)c1ccccc1NC(=O)NC1CCN(Cc2ccccc2)CC1
12: Cc1ccc(C(=O)O)cc1NCc1ccncc1
13: O=C(NNc1ccc(F)cc1F)C1CCC1
14: COc1ccc(NC(=O)CSc2nc3ccccc3c(=O)[nH]2)cc1S(N)(=O)=O
15: O=C(O)c1cccc(Nc2nc(C(F)(F)F)nc3ccccc23)c1
16: Cc1ccc2nc(COc3ccc(N(C)S(=O)(=O)c4ccccc4)cc3)cc(=O)n2c1

screen / no.	9	10	11	12	13	14	15	16
ELG1 DNA repair	?	3%	-11%	0%	?	23%	17%	?
Eya2 inh	-2%	-15%	3%	-9%	-3%	15%	12%	1%
TSG101-PTAP inh	?	-4%	0%	-5%	-5%	-3%	-2%	-14%
TCR act	-6%	-3%	5%	·	-5%	-12%	-2%	0%
TSHR antagonist	-26	4	-5	15	5	-1	8	-9
Mito fusion act	·	-5%	7%	1%	-4%	1%	-3%	9%
Tb PFK inh	0%	4%	-1%	1%	-4%	0%	-2%	9%
a7 integrin act	1%	6%	13%	16%	-11%	16%	-14%	1%
AT treatment	17%	-2%	0%	0%	·	5%	2%	-5%
ASM inhibitor	-8%	-1%	3%	6%	-1%	1%	-3%	8%
Chronic BCR inh	-2%	4%	?	-1%	-6%	-8%	-1%	4%

17: COc1ccc(C(=O)Nc2ccc(Cl)cc2C(=O)N2CCCC(C)C2)cc1 (configuration not stated)
18: CCC(C)[C@H](NC(=O)C1(c2ccccc2)CCN(C(=O)OC(C)(C)C)CC1)C(=O)N[C@@H](C(=O)O)c1ccccc1 (some centres not stated)
19: Cc1cccc(N)c1-c1c(C)cccc1N
20: CN(C(=O)CN1C(=O)S/C(=C\c2ccc(Cl)cc2)C1=O)C1CCS(=O)(=O)C1 (configuration not stated)
21: O=C(O)c1ccc(S(=O)(=O)NC2CCCc3ccccc32)cc1 (configuration not stated)
22: Cc1nc(-c2ccc(NC(=O)C3CC3)cc2)cs1
23: COC(=O)c1ccc2c(=O)n(CCCCCC(=O)N3CCN(c4ccccc4)CC3)c(=O)[nH]c2c1
24: COc1ccc(CCNc2oc(COc3ccc(Br)cc3)nc2C#N)cc1OC

screen / no.	17	18	19	20	21	22	23	24
ELG1 DNA repair	-10%	4%	9%	5%	12%	?	7.3µM*	21µM*
Eya2 inh	-13%	4%	-11%	-9%	-11%	6%	-32%	16%
TSG101-PTAP inh	-8%	1%	-2%	-7%	-6%	2%	-9%	-4%
TCR act	-1%	-6%	-5%	6%	6%	1%	-5%	17%
TSHR antagonist	-9	7	-2	20	1	-5	5	-30
Mito fusion act	16%	3%	5%	8%	-3%	15%	0%	5%
Tb PFK inh	-1%	0%	3%	-14%	0%	0%	1%	-1%
a7 integrin act	3%	-22%	-23%	3%	11%	3%	-3%	-2%
AT treatment	-2%	-5%	0%	10%	-4%	-1%	·	12%
ASM inhibitor	-1%	1%	2%	-2%	3%	-1%	29%	-12%
Chronic BCR inh	?	-3%	-3%	-1%	12%	?	?	?

25: COC(=O)C(C)n1nnc2sc(-c3ccccc3)cc2c1=O (configuration not stated)
26: COC(=O)c1c(NC(=O)COC(=O)c2ccc(C)s2)sc2c1CCCCC2
27: COc1ccc(CC(=O)n2nc(-c3cccnc3)nc2N)cc1
28: COC(=O)C1=C(C)NC2=C(C(=O)CC(C)(C)C2)C1c1cccc(C)n1 (configuration not stated)
29: N#CC1=C(N)NC(SCC(=O)Nc2ccccc2)=C(C#N)C12CCCC2
30: CN(C)CCCNC(CC(=O)Nc1cccc([N+](=O)[O-])c1)C(=O)O (configuration not stated)
31: CC(C)(C)c1ccc(C(=O)NCc2nnc(SCC(=O)NCc3ccco3)o2)cc1
32: Cc1ccc(N/N=C2/CCCNC2=O)cc1
33: CC1(C)CC(=O)C=C(Nc2ccc(Cl)cc2)C1
34: O=[N+]([O-])c1cc(C(F)(F)F)ccc1NCCc1c[nH]c2ccccc12
35: N#CC1=C2SCN(c3ccccc3)CN2C(=O)CC1c1cccs1 (configuration not stated)

screen / no.	25	26	27	28	29	30	31	32	33	34	35
ELG1 DNA repair	?	?	1%	8%	?	11%	8%	?	0%	?	1%
Eya2 inh	14%	3%	23%	0%	2%	-6%	-4%	-33%	-17%	-4%	-3%
TSG101-PTAP inh	-1%	1%	0%	-5%	-12%	-1%	-5%	-2%	-3%	-1%	-3%
TCR act	1%	-6%[46.1 µM]	·	-8%	10%	6%[46.1 µM]	-4%	-2%	-1%	-4%[46.1 µM]	-2%
TSHR antagonist	-7	23	10	5	-10	7	1	3	-1	-9	10
Mito fusion act	10%	?	-2%	2%	0%	-4%	2%	-10%	0%	-7%	5%
Tb PFK inh	0%	-5%	-20%	3%	-1%	1%	-3%	17%	1%	18%	-15%
a7 integrin act	-10%	1%	7%	2%	-7%	?	-28%	-27%	-19%	-17%	?
AT treatment	-2%	-4%	2%	10%	-2%	0%	14%	6%	-7%	3%	-7%
ASM inhibitor	47%[activator]	-1%	3%	·	0%	6%	-2%	-2%	3%	·	-1%
Chronic BCR inh	?	2%	-3%	1%	4%	?	2%	1%	-8%	?	4%

# Record cards, as listed above. Values in the order: ELG1 DNA repair, Eya2 inh, TSG101-PTAP inh, TCR act, TSHR antagonist, Mito fusion act, Tb PFK inh, a7 integrin act, AT treatment, ASM inhibitor, Chronic BCR inh
# Record of Cc1ccc2nc(COc3ccc(N(C)S(=O)(=O)c4ccccc4)cc3)cc(=O)n2c1 = ?, 1%, -14%, 0%, -9, 9%, 9%, 1%, -5%, 8%, 4%
# Record of CCN(CC)CCn1c2ccccc2c2nc(C)sc21 = -4%, -3%, -6%, 3%, 13, -27%, 18%, -16%, -4%, 4%, -1%

# Assay outcomes (PubChem BioAssay)
